Bioassay records from PubChem.
MC4R ag barr: activates human MC4R beta-arrestin recruitment. P32245. U2OS MC4R beta-arrestin complementation, luminescence; percent of melanotan II response, DMSO zero. AID 540308. activation, % at 8.9 µM. 360,000 tested, 0.98% active;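 active = activation above a per-plate cutoff, the mean activation of sample wells on that plate plus 3 SD, cut at about 8% in these data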
CaV13 FRET inh: Primary screen for inhibitors of IQ motif and Ca2+-dependent inactivation inhibitor domain binding in CACNA1D, Förster resonance energy transfer in living cells, …; HEK cells, CFP/YFP FRET ICDI-IQ, plate reader, 10 min; percent FRET-ratio fall versus neutral wells; inhibition, % at 12.3 µM; 340,000 tested, 0.098% active; AID 743397;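 active = mean replicate inhibition of at least 30% and at least 1% of replicates passing that level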;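 also: 0% = median of the neutral control wells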
H9c2 protect: protects H9c2 cardiomyocytes from peroxide injury. 360,000 tested, 0.63% active. AID 588492. protection from H2O2 cell death, % at 20 µM. H2O2 injury protection, ATPLite, 2 h;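 active = compounds giving at least 50% protection of heart cells from peroxide-induced death in the single-dose screen, raw or plate-pattern-corrected value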;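 also: 0% = DMSO wells with peroxide and 100% = DMSO wells without peroxide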
N-glyco inh: blocks N-linked glycosylation in D54 reporter cells; D54 ERlucT glycosylation luciferase reporter, 24 h; percent of 100 nM tunicamycin response; reporter increase, % at 12.5 µM; 360,000 tested, 0.23% active; AID 588692;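 active = mean luciferase reporter signal, scaled so untreated is 0 and the glycosylation-blocking control 100, at or above a set limit in every replicate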;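 also: luciferase carries N-glycosylation sites so blocking glycosylation raises the light; 0% = median of neutral control wells and 100% = median of 100 nM tunicamycin wells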
MC4R antagonist: blocks human MC4R cAMP signaling; AID 540295; P32245; 360,000 tested, 0.48% active; MC4R-expressing cells, MTII-stimulated cAMP, LANCE TR-FRET; inhibition, % at 6.5 µM;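 active = inhibition above its plate's cutoff, the mean of tested wells on that plate plus 3 SD, cut at about 29% in these data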;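 also: 0% = Melanotan II alone and 100% = Melanotan II plus saturating MCL0020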
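System: U2OS cells stably expressing human melanocortin 4 receptor (MC4R). Reagent: Melanotan II challenge after compound preincubation. Doses: 6.5 µM. Times: 30-min compound, 1-h challenge, 1-h detection, room temperature. Measured by: TR-FRET with Eu-cAMP and labeled anti-cAMP, 671 nm. Replicates: singlicate.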
aDG glyco act: alpha-DG glycosylation activation | activation, % at 10 µM | AID 624168 | Pro5-aDG cells, alpha-DG glycosylation AlphaScreen (IIH6); 0% Pro5, 100% B10-LARGE cell signal | 360,000 tested, 0.22% active;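 active = activation of at least 8% versus controls, or a plate z-score of at least 8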;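 also: Pro5 are CHO cells carrying HIG-tagged alpha-DG that lacks glycosylation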
HTR2A ag: activates the mouse 5-HT2A serotonin receptor. P35363. CHO-K1 mHTR2A beta-arrestin complementation, luminescence; percent of 30 µM serotonin response. activation, % at 7.6 µM. 360,000 tested, 0.66% active. AID 624169;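 active = activation above a run cutoff, the mean activation of all tested compounds plus 3 SD, cut at about 14% in these data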;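 also: 0% = plate median of compound wells and 100% = 30 µM serotonin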
PDI turbidity: PDI (human) enzyme inhibition; PDI insulin aggregation turbidity, A650, 90 min; 350,000 tested, 0.052% active; AID 588391; inhibition, % at 10 µM;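 active = mean inhibition across replicates of 30% or more, whatever share of single replicates reach that level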;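 also: absorbance from insulin aggregation driven by PDI reduction with DTT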
Vif imaging: HIV Vif inhibition; HEK293T cells, Vif self-association by quenched fluorescence, imaging, 24 h; inhibition, % at 7.49 µM; 340,000 tested, 0.35% active; AID 602346; in the data active = inhibition above about 50%, passing the limit was not always enough; also: some results filed as inactive read as strong as hits
ABCB6 inh MLPCN: human ABCB6 transporter inhibition; Q9NP58; K562-ABCB6 porphyrin accumulation, flow cytometry, 1 h; hits give low values; fluorescence ratio to DMSO, % at 10 µM; 360,000 tested, 0.19% active; AID 602162;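 active = fluorescence ratio to DMSO below 75%, the collection mean minus 3 SD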;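 also: signal is porphyrin accumulated inside mitochondria; 100% equals median channel fluorescence of DMSO control wells; lower ratio means ABCB6 inhibition with less porphyrin fluorescence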
Target sequence (Q9NP58 whole entry, looked up): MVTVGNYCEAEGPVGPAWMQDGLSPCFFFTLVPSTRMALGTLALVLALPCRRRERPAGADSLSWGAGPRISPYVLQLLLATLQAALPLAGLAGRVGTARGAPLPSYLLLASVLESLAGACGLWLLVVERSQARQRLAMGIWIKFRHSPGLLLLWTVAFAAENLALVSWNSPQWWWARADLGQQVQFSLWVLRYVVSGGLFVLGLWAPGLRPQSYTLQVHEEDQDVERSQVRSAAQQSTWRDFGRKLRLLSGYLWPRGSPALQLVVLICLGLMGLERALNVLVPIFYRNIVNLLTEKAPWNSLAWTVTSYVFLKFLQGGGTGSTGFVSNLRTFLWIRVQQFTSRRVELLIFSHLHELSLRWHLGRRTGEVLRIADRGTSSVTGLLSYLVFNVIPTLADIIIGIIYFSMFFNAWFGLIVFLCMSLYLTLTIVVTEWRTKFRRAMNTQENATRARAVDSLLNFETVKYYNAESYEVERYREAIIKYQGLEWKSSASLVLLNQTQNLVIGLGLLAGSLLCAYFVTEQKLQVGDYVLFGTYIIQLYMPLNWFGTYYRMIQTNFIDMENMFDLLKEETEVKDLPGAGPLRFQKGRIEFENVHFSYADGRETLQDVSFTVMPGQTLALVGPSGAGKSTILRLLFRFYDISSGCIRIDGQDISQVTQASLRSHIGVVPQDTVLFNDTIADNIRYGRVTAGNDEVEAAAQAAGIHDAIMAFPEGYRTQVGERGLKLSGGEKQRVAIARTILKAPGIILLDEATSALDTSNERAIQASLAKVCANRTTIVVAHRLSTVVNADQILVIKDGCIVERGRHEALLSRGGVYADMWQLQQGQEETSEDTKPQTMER
Numbers without * were called inactive; . = not tested or not shown. Outcome played no part in choosing rows; any-hit rate near 3.6%.

SMILES | MC4R ag barr | CaV13 FRET inh | H9c2 protect | N-glyco inh | MC4R antagonist | aDG glyco act | HTR2A ag | PDI turbidity | Vif imaging | ABCB6 inh MLPCN
Cc1cc(=O)nc2c3ccccc3n(C(C)C(=O)Nc3c(F)c(F)c(F)c(F)c3F)n12 (centres undefined) | -0.9 | -1.8 | 4.8 | -1.7 | 18.4 | 0.1 | -1.1 | 1.1 | -4.3 | 98.0
CCCCCCN1C[C@H](O)[C@@H](n2cc(C3CC3)nn2)C[C@@H]1c1ccc(Cl)cc1 | 3.3 | -3.4 | -7.5 | -0.5 | 14.1 | 0.1 | -4.8 | -1.3 | -4.2 | 99.0
O=C(CCOc1ccccc1)NNC(=O)c1ccccc1 | 1.0 | -5.0 | 5.5 | 0.8 | -1.7 | -0.2 | 2.5 | 4.4 | 14.4 | 95.0
COc1cccc(NC(=O)Nc2ccccc2Br)c1 | -1.5 | -6.3 | -6.6 | 0.0 | -4.3 | 0.7 | -0.8 | 4.9 | -1.3 | 103.0
COc1ccc(S(=O)(=O)NC(=O)C2(C)CCN2C(=O)C2(c3ccc(Cl)cc3)CCC2)cc1 (centres undefined) | 1.9 | -4.2 | 8.0 | -0.6 | 6.3 | -0.2 | 0.0 | 0.6 | -3.8 | 99.0
CN1OC(COC(=O)c2ccccc2)CC1c1ccccc1 (centres undefined) | -0.2 | -7.8 | 1.8 | 0.7 | 0.5 | 0.0 | 0.4 | -1.4 | 0.1 | 96.0
O=C(c1cc2cc([N+](=O)[O-])ccc2oc1=O)N1CCN(c2ncccn2)CC1 | 0.5 | -7.6 | -1.0 | -0.5 | 0.5 | -0.2 | 1.4 | 1.7 | . | 103.0
COC(=O)C(C)n1cnc2c(nnn2-c2ccc(F)cc2)c1=O (centres undefined) | -0.2 | -2.7 | -7.2 | 2.6 | -4.5 | -0.3 | -4.3 | . | . | 99.0
CC(C)c1ccc(Nc2ncccc2C(=O)O)cc1 | -0.4 | -4.6 | -11.4 | -4.7 | 9.9 | -0.1 | 1.5 | -0.1 | 8.2 | 102.0
Nc1ccc(CCCC(=O)NCc2cccnc2)cc1 | -1.2 | -6.8 | -3.9 | 0.9 | 5.2 | 0.1 | -0.6 | -1.4 | 3.7 | 98.0
C[C@H]1C=C(C(=O)N2CCN(Cc3ccc4c(c3)OCO4)CC2)O[C@@H](OCc2ccc(CO)cc2)C1 | -1.9 | -4.5 | 9.2 | 0.8 | 4.4 | 0.4 | 7.1 | 4.7 | -3.0 | 97.0
CCc1ccc(CN2CCC(Oc3ccc(C(=O)NCc4ccccn4)cc3)CC2)o1 | 0.1 | -2.4 | 0.8 | -0.4 | 8.0 | 0.2 | -3.4 | 3.7 | -13.2 | 104.0
Cc1ccc2nc(-c3sc4nc(C)cc(C)c4c3N)[nH]c2c1 | 6.9 | -5.8 | -10.4 | -14.7 | 0.6 | 0.6 | 0.8 | 3.6 | -1.2 | 104.0
COc1cccc(-c2cnc3c(NC=O)cc(-c4cccc(C(=O)N(C)C)c4)cn23)c1 | 30.5* | -5.3 | 58.0* | -7.4 | -10.8 | -0.3 | 9.3 | -6.0 | . | 87.0
COC(=O)[C@H](CCSC)NC(=O)NCc1ccc(S(N)(=O)=O)cc1 | -1.8 | -4.5 | 4.1 | -1.0 | 3.5 | 3.5 | 2.5 | -1.2 | 12.4 | 104.0
CC1CN(C(=O)COC(=O)c2ccc(N(C)C)cc2)CC(C)O1 (centres undefined) | -1.4 | 3.9 | -5.9 | 2.2 | 5.2 | 0.0 | 0.9 | 3.3 | 1.5 | 88.0
CC(C)C(=O)NC(Nc1ccccc1F)C(Cl)(Cl)Cl (centres undefined) | 0.2 | -9.8 | -3.1 | -0.2 | 5.5 | 0.0 | 2.6 | -5.1 | -2.8 | 98.0
CCNc1cc(O)ccc1C | 0.1 | . | -2.0 | 6.8 | 3.9 | 0.0 | -1.4 | . | -9.2 | 119.0
CC1CCCN(C(=O)C2COc3ccccc3O2)C1 (centres undefined) | -1.3 | -5.7 | -2.0 | 0.0 | 1.9 | -0.3 | -0.5 | -3.1 | 9.0 | 97.0
CC(=O)N1CCN2C(=O)C1CCCC(=O)c1cc(C3CCCCC3)ccc12 (centres undefined) | -2.3 | -4.1 | 9.8 | 1.2 | -0.1 | -0.2 | -0.8 | -10.8 | 5.2 | 102.0
O=C(CCC(=O)c1ccc(F)cc1)OCc1nnc(-c2ccc([N+](=O)[O-])cc2)o1 | -2.8 | -5.5 | 1.3 | 0.3 | -4.7 | -0.1 | 1.7 | -6.0 | 3.8 | 87.0
Cc1c(CNCC(C)c2ccccc2)c(C(=O)O)c(C)n1Cc1ccccc1 (centres undefined) | -0.9 | 7.1 | 1.7 | 1.9 | -5.1 | -0.2 | 6.2 | 2.3 | 9.5 | 103.0
Cc1cc(C(=O)N/N=C2\CC(=O)CC(C)(C)C2)c(C)n1-c1ccccc1 | 1.2 | 1.6 | 1.1 | -2.7 | -6.2 | 0.1 | -4.2 | -4.8 | -3.5 | 99.0
CS(=O)(=O)N1CCc2cc(C(=O)N3CCCC3)ccc21 | -2.3 | -4.1 | -7.1 | 1.0 | 11.8 | -0.5 | 7.9 | 1.3 | -3.9 | 94.0
O=C(CSc1ccc(Cl)cc1)NN=C1CCCCCC1 | -0.3 | -11.6 | 3.2 | 4.8 | 4.4 | -0.2 | -1.3 | 9.0 | 1.9 | 96.0
CN(C)c1ccc(C(C(=O)NC2CCCC2)N(C(=O)c2ccco2)C2CC2)cc1 (centres undefined) | -0.2 | -4.4 | 11.1 | -2.2 | -2.6 | 0.1 | 10.4 | 13.5 | -4.7 | 99.0
CCN(CC)c1ccc(/C=N/N2C(C)CCCC2C)c(O)c1 (centres undefined) | 0.4 | -6.5 | 1.3 | 0.8 | -7.0 | 0.1 | 2.3 | 0.1 | 5.1 | 116.0
COc1ccc(C=C2CCc3ccccc3C2=O)cc1 | . | -8.7 | -17.6 | -10.4 | . | 0.2 | -5.1 | . | -2.8 | 98.0
Cc1ccc(NC(=O)c2onc(C)c2Cl)cc1 | 0.4 | -7.0 | -2.9 | -2.5 | 7.0 | -0.1 | -1.2 | -3.3 | 8.3 | 98.0
Cc1onc(-c2ccccc2Cl)c1C(=O)NC(=S)NCc1cccnc1 | -1.8 | -2.6 | 8.0 | 0.5 | 4.9 | 0.0 | 0.1 | 8.6 | -5.3 | 100.0
NC(=O)N/N=C/c1cc(Br)ccc1OCC(=O)NCc1ccccc1 | 5.7 | -4.1 | 10.7 | 3.9 | -2.3 | -0.2 | -2.0 | 14.7 | 0.2 | 103.0
COCCCN1C(=O)c2ccc(C(=O)NCc3ccco3)cc2C1=O | -0.6 | . | 6.9 | 0.2 | 1.5 | 0.0 | -1.2 | 23.8 | 4.3 | 96.0
COc1ccc(NC2CCN(C3CC(=O)N(c4ccc(F)c(Cl)c4)C3=O)CC2)cc1 (centres undefined) | -0.7 | -4.6 | 0.2 | 0.6 | 11.4 | -0.1 | -0.5 | 7.9 | -3.8 | 97.0
Cc1onc(-c2ccccc2)c1C(=O)N/N=C/c1cc2c(cc1Br)OCO2 | 0.6 | -3.3 | -5.9 | 0.7 | 10.2 | 0.6 | -1.9 | 2.5 | -4.4 | 97.0
COc1ccc2cc(C(=O)C3CCCN(C(=O)CCc4cnn(C)c4)C3)ccc2c1 (centres undefined) | -1.4 | -16.9 | 5.4 | 0.2 | 5.9 | 0.7 | 2.5 | 12.1 | 4.0 | 98.0
O=C(Nc1ccccc1C(=O)N1CCN(Cc2ccccc2)CC1)c1ccccc1 | -4.6 | -4.9 | 2.0 | 1.8 | 6.0 | 0.0 | 8.3 | 14.2 | 7.8 | 98.0
CCCCCN1CSC(=S)N(Cc2ccccc2)C1 | -0.5 | -2.9 | -5.7 | 1.2 | -1.5 | 0.7 | -4.1 | -15.6 | 2.2 | 98.0
O=C(c1cccc(S(=O)(=O)N2CCCCCC2)c1)N1CCN(Cc2ccccc2)CC1 | -0.4 | -14.5 | 1.5 | -2.0 | 3.8 | 0.0 | -2.2 | 10.6 | -6.2 | 98.0
O=S(=O)(c1ccccc1)c1cnc(-c2ccccc2)nc1N1CCCCC1 | -1.7 | -5.5 | -1.9 | 1.1 | 11.4 | -0.3 | -3.5 | 2.8 | -1.9 | 96.0
COc1ccc(C(=O)NCC(=O)OCc2ccc([N+](=O)[O-])cc2)cc1 | -1.5 | -2.6 | 6.9 | 1.3 | 14.4 | -0.1 | 0.2 | -3.3 | -11.1 | 102.0
CCN1CCN(C(=O)c2nn(-c3ccccc3)c(=O)c3ccccc23)CC1 | -1.1 | -9.0 | 3.6 | 0.9 | 13.6 | 0.0 | -3.0 | 4.0 | 5.5 | 98.0
CCOC(=O)CNC(=O)CSc1nc(N(C)C)nc(N2CCOCC2)n1 | 1.6 | 0.2 | 15.0 | -0.9 | 7.8 | -0.4 | -1.2 | -1.4 | 17.4 | 91.0
c1ccc(-n2nnnc2-n2nnc3ccccc32)cc1 | -2.2 | -3.6 | -7.6 | -3.4 | -3.9 | 0.6 | -0.6 | -0.5 | 2.7 | 94.0
Cc1ccc(NC(=O)Cn2cnc3cc([N+](=O)[O-])ccc3c2=O)cc1 | 2.1 | -15.3 | -4.3 | 0.8 | 3.0 | 0.0 | 3.3 | 5.0 | -10.2 | 95.0
C[n+]1cccc(CNC(=O)/C=N/O)c1 | -0.6 | . | 2.5 | 1.1 | 5.4 | 0.0 | -0.3 | -10.1 | -3.1 | 99.0
CCCCCCCCN1C(=O)[C@H](CC(=O)N2CCC(c3ccccc3)CC2)C[C@@]2(C(=O)OC)CCCCC=C12 | . | -4.3 | . | . | . | 0.3 | -1.1 | . | . | 93.0
CCN1CCCc2cc(CN(CCN3CCOCC3)C(=S)Nc3ccccc3OC)ccc21 | 0.0 | -2.2 | 2.5 | -2.6 | 0.2 | 0.6 | -2.6 | -0.7 | 2.1 | 95.0

Full records from above:
COc1ccc(NC2CCN(C3CC(=O)N(c4ccc(F)c(Cl)c4)C3=O)CC2)cc1 (centres undefined) is entered as MC4R ag barr: -0.7; CaV13 FRET inh: -4.6; H9c2 protect: 0.2; N-glyco inh: 0.6; MC4R antagonist: 11.4; aDG glyco act: -0.1; HTR2A ag: -0.5; PDI turbidity: 7.9; Vif imaging: -3.8; ABCB6 inh MLPCN: 97.0
CC(C)c1ccc(Nc2ncccc2C(=O)O)cc1 is entered as MC4R ag barr: -0.4; CaV13 FRET inh: -4.6; H9c2 protect: -11.4; N-glyco inh: -4.7; MC4R antagonist: 9.9; aDG glyco act: -0.1; HTR2A ag: 1.5; PDI turbidity: -0.1; Vif imaging: 8.2; ABCB6 inh MLPCN: 102.0
